Bioassay records deposited in PubChem by ICCB-Longwood Screening Facility, Harvard Medical School.
Polio RdRp inh: poliovirus RNA polymerase inhibition. AID 588519. P03300. poliovirus polymerase elongation, fluorescence polarization; active compounds read low. % elongation, % (compound at 16.7 µg/mL). hit rate 0.66% among 150,000; in the data active = % elongation below about 90%; note: some results filed as inactive read as strong as hits
Target sequence (P03300 1749-2209 limits assumed): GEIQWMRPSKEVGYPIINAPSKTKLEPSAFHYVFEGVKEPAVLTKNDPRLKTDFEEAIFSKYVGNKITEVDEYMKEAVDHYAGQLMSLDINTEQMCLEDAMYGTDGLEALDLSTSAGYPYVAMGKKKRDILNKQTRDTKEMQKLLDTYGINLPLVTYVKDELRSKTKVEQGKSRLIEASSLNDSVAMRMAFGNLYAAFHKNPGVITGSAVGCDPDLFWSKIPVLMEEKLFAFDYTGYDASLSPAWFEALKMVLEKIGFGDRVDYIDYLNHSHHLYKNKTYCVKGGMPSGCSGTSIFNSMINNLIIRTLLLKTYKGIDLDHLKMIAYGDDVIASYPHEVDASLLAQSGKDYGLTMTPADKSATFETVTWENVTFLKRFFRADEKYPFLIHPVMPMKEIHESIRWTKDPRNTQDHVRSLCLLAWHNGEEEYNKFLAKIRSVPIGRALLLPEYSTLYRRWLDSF
Polio RdRp inh FP z-score: recorded beside Polio RdRp inh, whose call it bears; z-score; measured here: FP z-score; hits read low
Numbers without * were called inactive; & = joins results of further samples. Some of the compounds tested (hit frequency here may not be typical).

SMILES | Polio RdRp inh | Polio RdRp inh FP z-score
CC(C)(C)NC(=O)CS(=O)(=O)c1cn(CC(=O)N2CCCCC2)c2ccccc12 | 102 | 0.1
O=C(NCCc1ccccc1)c1cc2sccc2n1Cc1ccc(Cl)cc1 | 101 | -0.4
COc1ccc(OCCNS(=O)(=O)c2ccc3c(c2)oc2ccccc23)cc1 | 110 | 0.7
CC(=O)N1CCc2cc(S(=O)(=O)NC(C)C(=O)O)ccc21 (stereo not given) | 101 | 0.4
Cc1ccc(/C(N)=N/O)cc1 | 102 | -0.1
O=C(OCC(=O)N1CCCCC1)c1ccc(Oc2ccccc2)cc1 | 102 | 0.3
O=C(Cn1c(=O)n(-c2ccc(F)cc2)c(=O)c2oc3ccccc3c21)NCc1ccc2c(c1)OCO2 | 104 | 0.8
O=C(CC1NCCN(Cc2ccccc2)C1=O)N/N=C/c1cc(Cl)cc(Cl)c1O (stereo not given) | 104 | 0.6
CCCC1Nc2ccccc2S(=O)(=O)N1 (stereo not given) | 98 | -0.6
Cc1nn(CC(=O)N2CCN(c3ccccc3F)CC2)c(=O)c2cccn12 | 109 | 0
COc1cc(Cl)c(NC(=O)c2cc(CN3CCCC3)on2)c(OC)c1 | 105 | 0.3
CCOC(=O)CSc1nnc(Cc2ccc(OC)c(OC)c2)o1 | 104 | 0.7
CC1CCN(C(=O)CSc2c3c(nc4cc(Cl)ccc24)CCCC3)CC1 | 108 | 0.5
Cc1ccccc1CSCc1ccc(C(=O)NCc2cccs2)o1 | 103 | 0.9
N#Cc1cccnc1NNC(=O)CC1(CC(=O)O)CCCC1 | 104 | 0.6
CC1(C)CC2CC(C)(CN2C(=O)COC(=O)Cn2[nH]c(=O)c3ccccc3c2=O)C1 (stereo not given) | 102 | 0.1
Cc1noc(C)c1S(=O)(=O)N(C)CC(=O)N1CCc2ccccc21 | 101 | -0.3
COc1cccc(-n2cc(C(=O)Nc3cc(C)c(Cl)cc3OC)c3ccccc3c2=O)c1 | 103 | -0.6
COc1ccc(CNC2CC(C)(C)NC(C)(C)C2)cc1 | 104 | 0.1
CN(C)CCN(Cc1ccccc1)Cc1ccsc1 | 97 | -0.6
COc1cc2c(cc1/C=C1/NC(=O)N(Cc3ccccc3)C1=O)OCO2 | 101 | -0.2
S=P1(NCc2ccccc2)NC(=NCc2ccccc2)c2c(nc3n2CCC3)N1 (stereo not given) | 100 | 0.1
CC(C)(C)C1=CC(CO)CC(CO)C1 (stereo not given) | 100 | -0.2
CNC(=O)c1nc(-c2ccccc2)no1 | 104 | 1
CC(=O)Nc1cc(C(F)(F)F)ccc1N1CCN(c2ccccc2)CC1 | 104 | 0

Compound profiles, as listed above:
S=P1(NCc2ccccc2)NC(=NCc2ccccc2)c2c(nc3n2CCC3)N1 (stereo not given) across the screens: Polio RdRp inh: 100; Polio RdRp inh FP z-score: 0.1
Cc1ccccc1CSCc1ccc(C(=O)NCc2cccs2)o1 across the screens: Polio RdRp inh: 103; Polio RdRp inh FP z-score: 0.9
N#Cc1cccnc1NNC(=O)CC1(CC(=O)O)CCCC1 across the screens: Polio RdRp inh: 104; Polio RdRp inh FP z-score: 0.6

Entries shown so far that have a Cl atom (5):
SMILES | Polio RdRp inh | Polio RdRp inh FP z-score
O=C(NCCc1ccccc1)c1cc2sccc2n1Cc1ccc(Cl)cc1 | 101 | -0.4
O=C(CC1NCCN(Cc2ccccc2)C1=O)N/N=C/c1cc(Cl)cc(Cl)c1O (stereo not given) | 104 | 0.6
COc1cc(Cl)c(NC(=O)c2cc(CN3CCCC3)on2)c(OC)c1 | 105 | 0.3
CC1CCN(C(=O)CSc2c3c(nc4cc(Cl)ccc24)CCCC3)CC1 | 108 | 0.5
COc1cccc(-n2cc(C(=O)Nc3cc(C)c(Cl)cc3OC)c3ccccc3c2=O)c1 | 103 | -0.6

Going on with the list.
SMILES | Polio RdRp inh | Polio RdRp inh FP z-score
Cc1cc(C(=O)CSc2nccn2Cc2ccccc2)c(C)n1-c1ncn[nH]1 | 104 | 0.3
COc1ccc(-c2cc(=NCCc3ccccc3)c3cc(C)ccc3o2)cc1 | 101 | -0.1
O=C(COC(=O)C1CCC1)c1ccccc1 | 101 | -0.6
CCC1COC(c2cccn2Cc2ccccc2Cl)=N1 (stereo not given) | 104 | 0.8
CCCn1cc(C(=O)c2ccc(C)cc2)c(=O)c2ccc(C)nc21 | 102 | 0.1
CCN(CC)C(=O)c1sc2c(c1C)c(=O)n(Cc1ccccc1)c(=O)n2Cc1ccccc1C | 110 | 1
C/C(N)=C(/C#N)C(=O)CSc1nc2ccccc2n1CC(C)C | 103 | -0.1
CCOC(=O)c1c(/N=C/C2C(=O)c3ccccc3C2=O)sc(C)c1C | 103 | 0.3
N#C/C(=C\c1ccccc1)C(=O)NN1CCOCC1 | 101 | 0
Cc1cc(P(=N)(N2CCOCC2)N2CCOCC2)c(C)n1-c1ccc(I)cc1 | 100 | 0
CCOC(=O)c1cc2c(C(F)(F)F)cc(=O)[nH]c2o1 | 101 | -0.4
COc1ccc(CN(C(=O)c2cccc(Cl)c2)C2CCS(=O)(=O)C2)cc1OC (stereo not given) | 103 | 0.4
COCCCNC(=O)c1ccc(-n2c(-c3ccccc3)cc3c2CCCC3)cc1 | 105 | -0.4
COc1ccccc1N1CCN(C(=O)c2ccc(/C=C3\Oc4ccccc4NC3=O)cc2)CC1 | 102 | 0.1
CC1CCN(C(=O)CN(C)S(=O)(=O)c2cccc3nsnc23)CC1 | 103 | 0.7
O=C(CSCc1ccc(F)cc1)N1CCN(c2ccccc2)CC1 | 106&100 | 0.5&-0.3
Cc1cc(C)c2c(n1)SCC(=O)N2CC(=O)NCCCN1CCOCC1 | 102 | 0.1
Cn1cc(CCCC(=O)NCc2ccccc2Cl)c2ccccc21 | 113 | 1
CN(C)CCN(C(=O)C1CCCCC1)c1nc2ccc(Br)cc2s1 | 104 | 0.5
Cc1ccc(OC(=O)c2cc3ccccc3o2)cc1 | 99 | -1.2
CCC(Cc1ccccc1)NC(=O)c1ccc2nc(-c3ccccc3NC(C)=O)c(=O)[nH]c2c1 (stereo not given) | 103 | 0.7
O=C(CSc1nc2cc(Cl)ccc2c(=O)n1Cc1ccccc1)N1CCOCC1 | 104 | 0
CNC(=O)c1ccc(N2CCCS2(=O)=O)cc1 | 101 | 0.2
CCOc1ccccc1N1CC(c2nc3ccccc3n2CCCOc2ccccc2OC)CC1=O (stereo not given) | 110 | 0.6
Nc1ncc(Br)cc1S(=O)(=O)NCCC(=O)Nc1nccs1 | 102 | 0.2

Four records picked at random from those above, as already listed:
SMILES | Polio RdRp inh | Polio RdRp inh FP z-score
CC(=O)N1CCc2cc(S(=O)(=O)NC(C)C(=O)O)ccc21 (stereo not given) | 101 | 0.4
COCCCNC(=O)c1ccc(-n2c(-c3ccccc3)cc3c2CCCC3)cc1 | 105 | -0.4
O=C(CC1NCCN(Cc2ccccc2)C1=O)N/N=C/c1cc(Cl)cc(Cl)c1O (stereo not given) | 104 | 0.6
O=C(COC(=O)C1CCC1)c1ccccc1 | 101 | -0.6

(list continues)
SMILES | Polio RdRp inh | Polio RdRp inh FP z-score
Cc1ccc(S(=O)(=O)c2nc(NCCN3CCOCC3)sc2Cl)cc1 | 101 | -0.6
C=C1C(C(=O)Nc2nccs2)C1C(=O)Nc1nccs1 (stereo not given) | 100 | 0
CCOC(=O)c1c(C)[nH]c(C)c1S(=O)(=O)Nc1cc(C)cc(C)c1 | 101 | -0.3
Cc1c(C(=O)Nc2ccc(S(=O)(=O)N3CCCCC3C)cc2)oc2ccccc12 (stereo not given) | 102 | 0
O=C1CCCC(O)=C1C=NCc1ccccc1 | 98 | -1.6
Cc1ccc2c(c1)-c1c(c(C(=O)N3CCN(c4cc(Cl)ccc4C)CC3)nn1C)CS2 | 104 | -0.3
C/C(=N\NC(=O)Cn1nnc(-c2cccc(C(F)(F)F)c2)n1)c1ccncc1 | 106 | 0.4
CC(C)Oc1ccc(CNC(=O)Cn2c(-c3cccs3)cc3ccccc32)cc1 | 114 | 0.7
COc1ccc2cc3cc(C(=O)N4CCC5(CC4)OCCO5)oc3nc2c1 | 102 | 0
COc1ccc(NC(=O)C2(N(C(=O)Cn3nnnc3N)c3ccc(OC)cc3)CCCCC2)cc1 | 107 | 0.4
Cc1noc(C)c1CSc1ncnc2sccc12 | 94 | -0.7
Cc1cc(C)cc(NC(=O)CSc2oc(-c3cccs3)nc2S(=O)(=O)c2ccc(Br)cc2)c1 | 111 | 1.8
Cc1ccccc1OCC1=NN2C(=N)/C(=C/c3ccc(N(C)C)cc3)C(=O)N=C2S1 | 70 | -7.5
CCCCCSc1nnc2c(n1)OC(CC)Nc1ccc(Br)cc1-2 (stereo not given) | 106 | 0.2
Cc1cc(C)cc(-n2ccn(CC(=O)NCCc3ccccc3)c(=O)c2=O)c1 | 107 | 0.1
COc1ccc(OC)c(NC(=O)Cn2c(=O)n(-c3cccc(C)c3)c(=O)c3c2c2cc(C)ccc2n3C)c1 | 106 | 0.2
O=C(NC1CCN(Cc2nnnn2Cc2ccc3c(c2)OCO3)CC1)c1ccccc1F | 106 | 1.7
Cc1ccc(C(C(=O)NCc2ccccc2)N(C(=O)C2COc3ccccc3O2)c2cccc(O)c2)o1 (stereo not given) | 102 | 0.3
NC(=O)Cc1csc(N)n1 | 99 | -0.2
CCNC(=O)C1CCCN(c2nnc(N3CCCC3=O)s2)C1 (stereo not given) | 103 | 0
Cc1ccccc1-n1c(SCC(=O)Nc2ccc(F)c(Cl)c2)nnc1-c1cc2occc2n1C | 103 | 0.8
CC1(C)c2sc(=O)[nH]c2SC2C(=O)N(c3ccc(Br)cc3)C(=O)C21 (stereo not given) | 100 | -0.1
CCCCNC(=O)c1ccc(NC(C)=O)cc1 | 99 | -0.1
CCCc1nc2c(sc3nc4c(cc32)COC(C)(C)C4)c(=O)n1N | 99 | -0.1
CNC(=O)COc1ccc(Nc2nnc(-c3ccc(C)cc3)c3ccccc23)cc1 | 102 | -0.1

Additional compounds follow:
SMILES | Polio RdRp inh | Polio RdRp inh FP z-score
CN1CCN(C2(CNC(=O)c3ccc(C(C)(C)C)cc3)CCCCC2)CC1 | 108 | 0.3
Oc1ccc2c(c1)[nH]c1ccccc12 | 109 | 0.8
CCN1C(=O)C2(c3ccccc31)c1c(oc3ccccc3c1=O)C(=O)N2CCCOC (stereo not given) | 103 | 0.3
Cc1ccc(-n2c3nc(=O)[nH]c(=O)c-3cc3c(Cl)cccc32)cc1 | 104 | 0.3
COc1ccccc1-c1nc(-c2cccc(Br)c2)no1 | 98 | -1.4
COc1ccc(NC(=O)C2CCN(Cc3cnn(-c4ccccc4)c3-n3cccc3)CC2)cc1OC | 99 | -1.4
O=C(C1CCCCC1)N1CCN(c2nnc(-c3ccccc3)c3ccccc23)CC1 | 102 | 0.2
Cc1nn(-c2ccccc2)nc1CNS(C)(=O)=O | 102 | 0
Cc1c(COC(=O)c2ccccc2)sc2ccccc12 | 110 | 1.2
Cc1ccc(S(=O)(=O)NCCC(=O)NC2CCCCC2)cc1 | 102 | 0.1
COCCn1c(N)c(C(=O)c2cccc(S(=O)(=O)N3CCCCCC3)c2)c(=O)[nH]c1=O | 99 | -0.4
COC(=O)C(CCSC)NC(=O)Cn1ncc2c([nH]c3ccccc32)c1=O (stereo not given) | 108 | 0.3
O=c1ccc2cc(S(=O)(=O)Nc3ccc(F)c(Cl)c3)ccc2[nH]1 | 113 | 1.2
O=C(NCCc1ccccc1)C1CCCN1C(=O)Nc1ccccc1 (stereo not given) | 100 | -1.1
CN(C(=O)c1cc2sccc2n1C)C1CCCCC1 | 102 | 0
Cc1cc(C)c2nc(NC(=O)c3ccc(S(=O)(=O)N4CCc5ccccc54)cc3)sc2c1 | 105 | -0.6
CN(C(=O)C1CCN(c2ncnc3c2nc2n3CCCCC2)CC1)c1ccccc1F | 112 | 1.3
Cc1ccc(Nc2nc(C3(C)CC(C(C)C)C(=O)O3)cs2)cc1 (stereo not given) | 99 | -0.8
N#CCC(=O)Nc1cccc2ncccc12 | 98 | -0.8
C=CCn1c(-c2ccccc2Cl)nc2ccccc21 | 104 | 0.4
CC(=O)Oc1ccccc1C(=O)N(c1ccccc1)C(C)C1CC1 (stereo not given) | 99 | -0.6
O=C(Oc1ccccc1Cl)c1cc(-c2ccc3c(c2)OCCO3)on1 | 100 | -0.5
Cc1cc(C)cc(NC(=O)c2cc(S(=O)(=O)N3CCC(C)CC3)cn2C)c1 | 104 | -0.5
COc1ccc(S(N)(=O)=O)cc1-c1nnc2c3ccccc3c(C)nn12 | 102 | 0.2
CCN(CC)C(=O)CP(=O)(c1ccccc1)c1ccccc1 | 101 | 0.6

Remaining list, next part:
SMILES | Polio RdRp inh | Polio RdRp inh FP z-score
Cc1cc(NC(=O)COC(=O)C2CCCCC2)no1 | 104 | 0
Clc1ccc(SCc2cn3ccsc3n2)cc1 | 103 | 0.4
O=S(=O)(CCN1CCSCC1)c1ccccc1 | 108 | 0.9
Cc1ccc(Cl)cc1NC(=O)c1nnn(Cc2ccccc2)c1N | 100 | -1.4
COc1cccc(CNC(=O)CSc2nc(=O)[nH]c3c2CCCC3)c1 | 106 | -0.1
COc1ccc(NC(=O)C2Cc3ccccc3CN2C(=O)c2ccccc2)cc1 (stereo not given) | 101 | -0.3
CCCNC(=O)c1ccc(S(=O)(=O)N(C)c2ccccc2)cc1 | 101 | -0.1
COc1cc(OC)cc(C(=O)N2CCc3ccccc32)c1 | 101 | -0.2
COc1ccc(C2CC(=O)N(c3ccccc3)C3=C2C(=O)CCC3)c(OC)c1 (stereo not given) | 101 | -0.2
COc1cc(Cl)cc(C(=O)O)c1O | 101 | -0.3
Cc1ccc(NC(=O)c2c(NC(=O)c3ccccc3Cl)sc3c2CCC3)cc1 | 103 | 0.1
COC(=O)CC1c2cc(OC)c(OC)cc2CCN1C(=O)Nc1ccc(C)cc1Cl (stereo not given) | 111 | 1
